# High-throughput results as filed in PubChem.
# RGS4 act – RGS4 potentiation or activation. HEK293 M3R/inducible RGS4, carbachol calcium flux Fluo4; active compounds read low. B-score at 10 µM. 310,000 compounds, 0.92% hits. AID 463111;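 active = B-score of the integrated calcium signal more than 4 SD below the library mean, with starting fluorescence not abnormally high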;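 also: negative B-score means reduced calcium response which marks RGS4 activation or potentiation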
#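 Also added: carbachol at ECmax as muscarinic agonist stimulus; Assay system: HEK293 cells with stable M3R and inducible RGS4; Timing: overnight RGS4 induction, 30 min dye load 37 °C, 20 min compound RT; Measured by: Fluo4-AM (2 µM) calcium-flux fluorescence, kinetic read.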
# MrgX1 PAM – human MrgX1 positive allosteric modulation, primary screen | Q96LB2 | MrgX1-HEK293, Fluo-4 calcium flux, FDSS; active compounds read high | B-score at 10 µM | 310,000 compounds, 0.63% hits;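 active = plate-corrected calcium response at least 3 library SD above typical, normal starting fluorescence, not activating the receptor alone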;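 also: compound read alongside a low EC10 to EC30 dose of BAM8-22 agonist; peak minus trough fluorescence over baseline measured at the second addition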
# RGS4 inh – human RGS4 inhibition. P49798. HEK293 M3R/RGS4 inducible, Fluo-4 calcium flux; active compounds read high; triggered by carbachol at its EC20. B-score at 10 µM. 310,000 compounds, 0.45% hits. AID 463165;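 active = B-score, a plate-corrected calcium signal, over three deviations above library mean, with baseline fluorescence within five deviations of library mean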;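 also: RGS4 expression induced by doxycycline in cells with stable M3 receptor; B-score is computed from the integrated fluorescence ratio over baseline after carbachol; higher B-score means a larger calcium signal and so more RGS4 inhibition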
# Target sequence (P49798 whole entry, looked up): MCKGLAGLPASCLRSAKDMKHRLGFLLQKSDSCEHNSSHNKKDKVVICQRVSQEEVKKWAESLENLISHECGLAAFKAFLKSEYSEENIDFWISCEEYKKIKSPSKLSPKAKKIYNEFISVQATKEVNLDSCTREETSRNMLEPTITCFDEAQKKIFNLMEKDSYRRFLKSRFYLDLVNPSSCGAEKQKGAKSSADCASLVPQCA
# MrgX1 antag – human MrgX1 receptor antagonism, primary screen | Q96LB2 | MRGX1-HEK293 calcium flux, Fluo-4, BAM8-22 antagonism; active compounds read low | B-score at 10 µM | 310,000 compounds, 1.3% hits | AID 588676;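 active = calcium-response B-score plate-corrected more than 3 library SD below zero, starting fluorescence within 5 deviations, no agonist response on first addition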;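 also: peak minus trough fluorescence over baseline after final BAM8-22 challenge near maximal dose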
# HDAC3 inh – blocks human histone deacetylase 3; O15379; recombinant HDAC3, fluorogenic peptide/trypsin coupled, fluorescence; inhibition, % at 8.3 µM; 320,000 compounds, 0.15% hits; in the data active = inhibition above about 26%, passing the limit was not always enough
# ANO1 block – inhibitors of mouse TMEM16A calcium-activated chloride channel. normalized B-score (activity score, 25-100; higher = stronger inhibition) at 10 µM. Q8BHY3. 310,000 compounds, 1.2% hits. AID 588511. HEK293 TMEM16A/YFP iodide influx fluorescence, ionomycin;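 active = ratio plate-corrected score three or more library SD toward inhibition, starting fluorescence score within five deviations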;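 also: score derived from kinetic fluorescence span divided by baseline fluorescence per well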
# SKKanGAS inh – inhibitors of SKKanGAS S. pyogenes growth in kanamycin (SK-promoter or general growth effect) | BacTiter-Glo, 6 h | inhibition, % at 7.5 µM | 300,000 compounds, 1.3% hits | AID 1662;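 active = mean replicate score, as percent of positive control median, at least 50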;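 also: strain carries kanamycin resistance gene driven by streptokinase promoter and grows in 40 µg/ml kanamycin; loss of luminescence reflects streptokinase promoter inhibition or plain growth inhibition; 0% = median of DMSO wells and 100% = positive control at its reference dose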
# TRPC6 inh – blocks the mouse TRPC6 cation channel. Q61143. HEK293-TRPC6, membrane potential dye, ACh-evoked depolarization; active compounds read low. B-score at 10 µM. 310,000 compounds, 1.1% hits. AID 2553;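 active = B-score under library mean minus 3 SD, initial fluorescence not abnormally high, positive integrated signal ratio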;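 also: B-score derived from integrated fluorescence ratio over the kinetic read; more negative B-score means stronger inhibition of depolarization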
# Target sequence (Q61143 whole entry, looked up): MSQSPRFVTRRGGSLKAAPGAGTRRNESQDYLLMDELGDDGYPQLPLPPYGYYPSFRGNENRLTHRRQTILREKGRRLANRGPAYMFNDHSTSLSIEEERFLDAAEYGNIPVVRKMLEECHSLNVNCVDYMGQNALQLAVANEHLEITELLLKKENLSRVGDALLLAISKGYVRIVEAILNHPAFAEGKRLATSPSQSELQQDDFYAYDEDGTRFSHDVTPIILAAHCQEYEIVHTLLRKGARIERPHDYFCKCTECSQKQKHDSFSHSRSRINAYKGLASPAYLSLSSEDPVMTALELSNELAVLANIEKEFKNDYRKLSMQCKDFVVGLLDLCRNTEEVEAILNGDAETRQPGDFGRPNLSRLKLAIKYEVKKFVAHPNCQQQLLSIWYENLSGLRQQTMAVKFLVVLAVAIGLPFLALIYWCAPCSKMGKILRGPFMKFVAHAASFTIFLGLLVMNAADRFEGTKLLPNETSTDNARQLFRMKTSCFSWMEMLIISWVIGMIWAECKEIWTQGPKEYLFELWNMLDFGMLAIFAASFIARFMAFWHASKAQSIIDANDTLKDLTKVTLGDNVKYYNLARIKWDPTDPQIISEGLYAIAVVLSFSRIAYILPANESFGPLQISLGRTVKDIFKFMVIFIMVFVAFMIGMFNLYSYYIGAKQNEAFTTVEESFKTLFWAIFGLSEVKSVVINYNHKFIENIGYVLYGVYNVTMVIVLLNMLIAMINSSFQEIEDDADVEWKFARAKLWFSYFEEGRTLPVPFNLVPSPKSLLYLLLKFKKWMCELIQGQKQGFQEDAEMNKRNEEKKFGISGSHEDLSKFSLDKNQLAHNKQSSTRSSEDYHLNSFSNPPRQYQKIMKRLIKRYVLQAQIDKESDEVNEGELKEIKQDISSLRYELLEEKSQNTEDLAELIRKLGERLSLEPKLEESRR
# TMEM16A act – activates or potentiates the mouse TMEM16A chloride channel; AID 623877; 340,000 compounds, 0.3% hits; B-score at 10 µM; HEK293 TMEM16A/YFP-H148Q/I152L, iodide quench fluorescence; active compounds read low;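 active = fluorescence-ratio B-score plate-corrected deviation score at least 3 library SD below zero, with starting fluorescence score within 5 deviations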;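 also: channel opened by trigger with iodide after compound preincubation; score built on the fluorescence ratio of max minus min over baseline; more negative score means more quench and so TMEM16A activation or potentiation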
# TRPC6 activator – activators of mouse TRPC6 channel; Q61143; HEK293-TRPC6 membrane potential dye fluorescence; active compounds read high; B-score at 10 µM; 310,000 compounds, 0.13% hits; AID 2550;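 active = B-score of the integrated fluorescence ratio above library mean plus 3 SD, and starting fluorescence ratio within library mean plus 5 SD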;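 also: higher score means more depolarization so channel activation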
# MrgX1 agonist – activates human MrgX1 receptor signaling. MrgX1-HEK293 cells, Fluo-4 calcium fluorescence, agonist mode; active compounds read high. Q96LB2. B-score at 10 µM. 310,000 compounds, 0.44% hits;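 active = calcium response B-score plate-corrected fluorescence ratio at least 3 library SD, with starting fluorescence B-score inside 5 SD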
#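 System: HEK293 cells stably expressing human MrgX1 receptor; Dosing: test compound in the initial addition of three; Schedule: overnight plating, then 30 min 37 °C plus 30 min room-temperature dye loading; Detection: kinetic calcium dye fluorescence, Fluo-4 NW; Controls: per-plate positive and negative controls for Z′ factor.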
# The depositor's hits bear a star; i = inactive; / = no result given.
SMILES	RGS4 act	MrgX1 PAM	RGS4 inh	MrgX1 antag	HDAC3 inh	ANO1 block	SKKanGAS inh	TRPC6 inh	TMEM16A act	TRPC6 activator	MrgX1 agonist
CCN1CCN(C(CNS(=O)(=O)c2ccc(OC)c(C)c2)c2cccnc2)CC1 (stereo not drawn)	i	i	i	i	1	i	-13	i	i	i	i
O=C(CCNS(=O)(=O)c1cccc2nsnc12)NCCC1=CCCCC1	i	i	i	i	1	i	0	i	i	i	i
CCOC(=O)/C(C#N)=C/c1c(N2CCN(Cc3ccc4c(c3)OCO4)CC2)nc2c(C)cccn2c1=O	i	i	i	i	12	i	7	i	i	i	i
CCC(=O)Nc1cccc(-c2cnc3ccccc3n2)c1	i	i	i	i	2	i	2	-5.6*	i	i	i
COc1ccc(C(C(=O)NC2CCCC2)N(C(=O)c2ccco2)c2cc3c(cc2C(C)=O)OCO3)cc1OC (stereo not drawn)	i	i	i	i	1	i	-3	i	i	i	i
Cc1onc(-c2ccccc2Cl)c1C(=O)Nc1nnc(Cc2ccc(Cl)cc2)s1	i	i	i	i	-6	i	11	-6.6*	i	i	i
CN(C(=O)COC(=O)CNC(=O)C12CC3CC(CC(C3)C1)C2)C1CCS(=O)(=O)C1 (stereo not drawn)	i	i	i	i	-2	i	1	i	i	i	i
Cc1cc(C)n2nc(C(=O)Nc3nnc(C4CC4)s3)nc2n1	i	i	i	i	-5	i	12	i	i	i	i
O=c1oc2ccccc2c2c1nnn2CCO	i	i	i	i	-2	i	-4	i	i	i	i
CCc1occc(=O)c1Oc1cc(NN2CCCCC2)c([N+](=O)[O-])cc1[N+](=O)[O-]	-8.2*	i	i	i	7	i	-2	-7.4*	i	i	i
COc1cccc(CC2(CO)CCCN(Cc3cc4ccccc4[nH]3)C2)c1 (stereo not drawn)	i	i	i	i	0	i	2	i	i	i	i
O=C(NCCNc1nccc(C(F)(F)F)n1)c1cccc(C(F)(F)F)c1	i	i	i	i	3	i	2	i	i	i	i
CN(C)c1ccc(/C=N/NC(=O)c2cccc(C(=O)N/N=C/c3ccc(N(C)C)cc3)n2)cc1	i	i	i	i	-2	i	2	i	i	i	i
Cc1ccccc1OCCCC(=O)Nc1ccccc1C(F)(F)F	i	i	i	i	1	i	20	i	i	i	i
COc1cc(C(C(=O)NCC2CCCO2)N(C(=O)Cn2nnc3ccccc32)c2ccc(C(C)=O)cc2)ccc1O (stereo not drawn)	i	i	i	i	2	i	0	i	i	i	i
c1ccc(-c2nc(NC3CC3)nc(-n3ccnc3)n2)cc1	i	i	i	i	1	i	7	i	i	i	i
Cc1noc(C)c1S(=O)(=O)N1CCC2(CC1)OCCO2	i	i	i	i	-5	i	-4	i	i	i	i
Cc1cc(C)c(S(=O)(=O)N2CCCC2=O)c(C)c1	i	i	i	i	-1	i	4	i	i	i	i
C=CCN(c1ccccc1)S(=O)(=O)c1ccc2c(c1)oc(=O)n2C	i	i	i	i	1	i	-2	i	i	i	i
COc1cccc(C(=O)N2CCN(Cc3ccccc3[N+](=O)[O-])CC2)c1	i	i	i	i	-2	i	-2	i	i	i	i
Cc1ccn2cc(-c3cccc(NC(=O)CCC(=O)O)c3)nc2c1	i	i	i	i	-23	i	8	i	i	i	i
O=C(CCc1nc(-c2ccccc2)no1)NCCc1ccccc1	i	i	i	i	1	i	-7	i	i	i	i
COc1ccc(C2CC(c3ccc(OC)c(OC)c3)=NN2C(=O)c2ccccc2)cc1 (stereo not drawn)	i	i	i	i	1	i	7	i	i	i	i
O=C(c1cc(-c2ccccc2)nn1-c1ccccc1)N1CCN(S(=O)(=O)c2ccc(F)cc2)CC1	i	i	i	i	8	i	1	i	i	i	i
CCC(C)/C(C)=N/Nc1ccc(S(N)(=O)=O)cc1[N+](=O)[O-] (stereo not drawn)	i	i	i	i	4	i	-4	i	i	i	i
O=C(CC1C(=O)NCCN1Cc1ccc(F)cc1Cl)NCc1ccon1 (stereo not drawn)	i	i	i	i	-4	i	-5	i	i	i	i
COc1cc2c(cc1OC)C(c1ccccc1O)NCC2 (stereo not drawn)	i	i	i	i	-8	i	-1	i	i	i	i
Cc1ccc(C(=O)Oc2cccc(NC(=O)c3cccs3)c2)cc1S(=O)(=O)N1CCOCC1	i	i	i	i	-1	i	6	i	i	i	i
CN1C(=S)SC(/[N+]([O-])=C\c2ccccc2F)C1(C)C (stereo not drawn)	i	i	i	i	-4	i	-3	i	i	i	i
C[N+]1(CCOc2ccc([N+](=O)[O-])cc2)CCOCC1	i	i	i	i	7	i	-4	i	i	i	i

# Next section:
SMILES	RGS4 act	MrgX1 PAM	RGS4 inh	MrgX1 antag	HDAC3 inh	ANO1 block	SKKanGAS inh	TRPC6 inh	TMEM16A act	TRPC6 activator	MrgX1 agonist
Cc1ccc(CN(Cc2cc3cc4c(cc3[nH]c2=O)OCCO4)Cc2nnnn2Cc2ccco2)cc1	i	i	12*	i	-6	i	7	i	i	i	i
O=C(NN1C(=O)/C(=C\c2cccnc2)SC1=S)C(c1ccccc1)c1ccccc1	-7.3*	i	i	i	13	i	1	i	i	i	i
O=C(/C=C/c1ccc2c(c1)OCO2)Nc1nc2ccccc2s1	i	i	i	i	2	i	-1	i	i	i	i
CC/C(=N\NC(N)=O)c1ccc(OC(F)F)cc1	i	i	i	i	-6	i	0	i	i	i	i
CCCC(=O)Nc1cc(C)c(NC(=O)c2ccccn2)cn1	i	i	i	i	-3	i	3	i	i	i	i
COc1ccc(-c2cc(=O)c3ccccc3[nH]2)cc1	i	i	i	i	-5	i	1	i	i	i	i
Cc1cccc(N(C(=O)c2sc(C)nc2C)C(C(=O)NCC2CCCO2)c2ccccc2)c1 (stereo not drawn)	i	i	i	i	-5	i	-1	i	i	i	i
CC(c1ccco1)N(C(=O)COc1ccccc1[N+](=O)[O-])c1ccccn1 (stereo not drawn)	/	i	/	i	-2	i	-2	/	i	/	i
CCNc1nc(NCC)nc(N/N=C/c2ccc(O)c(OC)c2)n1	i	i	i	i	6	i	-1	i	i	i	i
CCN(CC)c1ccc(C(=O)OCC(=O)Nc2ccc3[nH]c(=O)[nH]c3c2)cc1	i	i	i	i	-1	i	-3	i	i	i	i
CC(CCN1CCOCC1)c1ccccc1 (stereo not drawn)	i	i	i	i	-6	i	1	i	i	i	i
O=C1c2ccccc2C(=O)N1CCC(c1ccc(F)cc1)c1ccco1 (stereo not drawn)	i	i	i	i	3	i	18	i	i	i	i
CC(C)c1ccc(NC2CCCN(C(=O)CCN3CCCCC3=O)C2)cc1 (stereo not drawn)	i	i	i	i	10	i	30	i	i	i	i
COc1cc(C#N)ccc1OC(=O)C1CCN(C(=O)c2ccc(F)cc2)CC1	i	i	i	i	4	i	-2	i	i	i	i
CN1C(C)(C)CC(NC(=O)CCC(=O)NC2CC(C)(C)N(C)C(C)(C)C2)CC1(C)C	i	i	i	i	-4	i	-6	i	i	i	i
COC(=O)c1cc(NC(=O)c2c(F)c(F)c(F)c(F)c2F)cc(C(=O)OC)c1	i	i	i	i	1	i	1	i	i	i	i
N#Cc1ccc(/C=C2\CCn3c2nc2cc(C(=O)O)ccc2c3=O)cc1	i	i	i	i	-29	i	16	i	i	i	i
Cc1ccc(S(=O)(=O)NCCSC(C)(C)C)cc1	i	i	i	i	1	i	4	i	i	i	i
CCCCCCCCNc1ncnc2ccccc12	i	i	i	i	6	100*	-2	i	i	i	i
COc1ccc(S(=O)(=O)Nc2cccc(-n3cnnn3)c2)cc1	i	i	i	i	2	i	-2	i	i	i	i
COc1ccc(C2=CSC3=NCCN23)cc1[N+](=O)[O-]	i	i	i	i	-8	i	-2	i	i	i	i
Cc1cc(NC(=O)CSc2nnnn2C2CCCC2)no1	i	i	i	i	-5	i	6	i	i	i	i
Cc1cccc(-c2noc(-c3ccno3)n2)c1	i	i	i	i	-1	i	1	i	i	i	i
Nc1nc(SCC(=O)Nc2ccc(Br)cc2F)n[nH]1	i	i	i	i	2	i	4	i	i	i	i
CC(C)(C)NS(=O)(=O)c1ccc(CCC(=O)Nc2ccc3c(c2)OCCO3)cc1	i	i	i	-4.7*	3	i	23	i	i	i	i
O=C1CN(C(=O)c2ccc(Br)o2)C(c2ccccc2)c2cc(F)ccc2N1 (stereo not drawn)	i	i	i	i	/	i	4	i	i	i	i
CCC(=O)Nc1ccccc1C(=O)OCC(=O)c1ccccc1	i	i	i	i	1	i	6	i	i	i	i
O=C(Cn1nc(C(=O)O)c2ccccc2c1=O)Nc1ccc2c(c1)C(=O)c1ccccc1C2=O	i	i	i	i	10	i	20	i	/	i	i
Cc1ccc(C(=O)COc2nc(C)nc3ccccc23)cc1	i	i	i	i	-14	i	2	i	i	i	i
O=C(NC1CCSC1=O)c1ccccc1 (stereo not drawn)	i	i	i	i	-5	i	-6	i	i	i	i

# (cont.)
SMILES	RGS4 act	MrgX1 PAM	RGS4 inh	MrgX1 antag	HDAC3 inh	ANO1 block	SKKanGAS inh	TRPC6 inh	TMEM16A act	TRPC6 activator	MrgX1 agonist
COc1cccc(/C=N/NC(=O)c2ccc(N(C)S(=O)(=O)c3ccccc3)cc2)c1OC	i	i	i	i	7	i	0	i	i	i	i
CN(C)c1cc(-c2cccc([N+](=O)[O-])c2)oc(=O)c1Cl	i	i	i	i	0	i	5	i	i	i	i
c1csc(C(c2nnnn2C2CCCC2)N2CCOCC2)c1 (stereo not drawn)	i	i	i	i	7	i	-3	i	i	i	i
CCC(=O)N/C(N)=N/c1nc(C)c2cc(OC)ccc2n1	i	i	i	i	-12	i	-10	i	i	i	i
CCC(C)c1ccc(NC(=S)NCCn2cc(Br)cn2)cc1 (stereo not drawn)	i	i	i	i	8	i	10	i	i	i	i
Cc1ccc2c(c1)cc(CN(CCc1ccccc1)C(=O)N1CCOCC1)c1nnnn12	i	i	i	i	5	i	-8	i	i	i	i
O=C(NC(NC(=O)c1ccccc1)C(=O)c1ccccc1)c1ccccc1	i	i	i	i	-4	i	5	i	i	i	i
CCOC(=O)N1CCN(S(=O)(=O)c2ccc3c(c2)CCN3C(=O)C2CC2)CC1	i	i	i	i	-2	i	10	i	-18*	i	i
Cc1cccc(C)c1NC(=O)CN(C1CCCCC1)S(C)(=O)=O	i	i	i	i	-5	i	-4	i	i	i	i
CCCCOc1ccc(C(=O)NN2CCOCC2)cc1	i	i	i	i	3	i	0	i	i	i	i
